Bioassay records: PubChem, several laboratories
RAM inhibit – inhibitors of the yeast RAM network, primary screen, dse1pr::URA3 reporter, 5-FOA selection; S. cerevisiae dse1pr::URA3 reporter, 5-FOA growth OD615, 2 d; analog-sensitive cbk1-as2 kinase mutant strain; inhibition, % at 50 µM; 190,000 tested, 1.8% active;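 active = inhibition above a set limit, 3 SD over mean compound inhibition, cut at about 8.4% in these data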;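 note: 0% = DMSO-only wells with no growth and 100% = 10 µM 1-NA-PP1 full growth; inhibition rescues growth on 5-FOA so higher OD means more RAM inhibition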
APP 5UTR inh – inhibitors of APP translation via 5'UTR reporter, primary screen, APP 5'UTR luciferase, SH-SY5Y cells; AID 1285, 2008; SH-SY5Y APP 5'UTR-luciferase reporter, luminescence; inhibition, % at 2 µM; 190,000 tested, 0.82% active;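 active = inhibition above a set limit, derived from the sample mean plus 3 SD, cut at about 45% in these data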; note: values of inactives mirror those of a sister screen read the other way
TNAP inh hi DEA – human TNAP enzyme inhibitors, primary screen, biochemical, luminescent, high phosphate acceptor level, uHTS; AID 1135, 2008; 200,000 tested, 0.03% active; inhibition, % at 20 µM; purified TNAP, CDP-star luminescence, 1 M DEA;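 active = over 50% inhibition of tissue-nonspecific alkaline phosphatase at 20 µM in the single-dose screen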;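 note: plate controls were DMSO wells for no effect and EDTA-quenched wells as full inhibition for full effect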
Target sequence (P05186 whole entry, looked up): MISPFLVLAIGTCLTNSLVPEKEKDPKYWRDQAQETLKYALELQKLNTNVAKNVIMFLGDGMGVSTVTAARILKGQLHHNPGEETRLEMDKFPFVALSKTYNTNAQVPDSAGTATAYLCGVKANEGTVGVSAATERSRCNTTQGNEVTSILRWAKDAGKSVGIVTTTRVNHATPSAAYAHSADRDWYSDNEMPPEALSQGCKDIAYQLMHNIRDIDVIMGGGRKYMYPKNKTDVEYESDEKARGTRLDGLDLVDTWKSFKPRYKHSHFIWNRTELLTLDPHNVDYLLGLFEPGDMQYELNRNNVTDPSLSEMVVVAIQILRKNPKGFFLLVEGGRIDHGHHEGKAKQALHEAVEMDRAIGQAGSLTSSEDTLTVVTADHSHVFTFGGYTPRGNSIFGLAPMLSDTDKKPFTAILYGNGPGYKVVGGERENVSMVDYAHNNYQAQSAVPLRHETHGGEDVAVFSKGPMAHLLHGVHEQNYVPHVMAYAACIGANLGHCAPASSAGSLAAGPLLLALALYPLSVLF
Lmaj promast – Leishmania major promastigote growth inhibition, primary screen. Leishmania major promastigotes, resazurin fluorescence viability. inhibition, % at 10 µM. 200,000 tested, 9% active; in the data active = inhibition above about 50%;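 note: promastigotes grown with compound for 44 hours at 28 °C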
FLuc act counter – FLuc activators, initial screening, artefact control for FLuc-dependent activation tests, biochemical, ATPlite luminescence; activation factor at 10 µM; ATPlite luciferase biochemical, 10 min; 0 = ATP-free wells, 1 = DMSO control; 200,000 tested, under 10 active;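 active = luciferase activation factor, scaled between plate controls, of at least 2 with compound at 10 µM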
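System: cell-free luciferase reagent; medium: PBS as buffer for the ATP substrate; doses: test compounds dosed from 2 mM stocks in 100% DMSO; incubation: 10 min, room temperature; measured by: luminescence from luciferase reaction; read-out: luciferase activation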
FLuc inh counter – firefly luciferase enzyme inhibitors, primary screen, artefact control for luciferase-based inhibitor screens, biochemical, luminescence, ATPLite. Luciferin 4-monooxygenase (Photinus pyralis), P08659. 10 min. inhibition, % at 10 µM. 200,000 tested, 1.5% active. AID 1006, 2008;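 active = inhibition above about 50% when tested at 10 µM, limit read from the data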
bIAP activator – bovine intestinal alkaline phosphatase activators, primary screen, biochemical, bovine IAP, CDP-star luminescence; alkaline phosphatase, intestinal [Bos taurus]; purified bovine IAP, 30 min; active compounds read high; fold of DMSO-control signal, blank-subtracted; activation factor at 20 µM; 200,000 tested, 0.17% active;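 active = activation factor of 2 or more at 20 µM, a signal rise over negative controls twice the positive control's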
TNAP inh no acc – human TNAP enzyme inhibitors, primary screen, biochemical, luminescent, no phosphate acceptor, uHTS | inhibition, % at 20 µM | 200,000 tested, 0.26% active | purified TNAP, CDP-star luminescence, 30 min;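 active = tissue-nonspecific alkaline phosphatase inhibition above about 50% at 20 µM in the single-dose screen, limit read from the data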;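 note: 0% = DMSO negative control and 100% = EDTA positive control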
bIAP inh – bovine intestinal alkaline phosphatase inhibitors, primary screen, selectivity assay for TNAP inhibitor project, biochemical, bovine IAP, CDP-star luminescence | alkaline phosphatase, intestinal [Bos taurus] | purified bovine IAP, 30 min | inhibition, % at 20 µM | 190,000 tested, under 10 active;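 active = over 50% inhibition of intestinal alkaline phosphatase at 20 µM in the single-dose screen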
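Assay system: bovine IAP enzyme; medium: DEA buffer 100 mM, pH 9.8, with MgCl2 1.0 mM, ZnCl2 0.02 mM; doses: 20 µM single dose; incubation: enzyme reaction for 30 min at room temperature; detection: CDP-star luminescence signal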
TNAP act hiacc – TNAP activators at high phosphate acceptor level, primary screen, biochemical, luminescence, uHTS. purified TNAP, CDP-star luminescence, 1 M DEA, 30 min; active compounds read high; 0 = EDTA background, 1 = DMSO-only activity. 200,000 tested, under 10 active. activation factor at 20 µM. Alkaline phosphatase, tissue-nonspecific isozyme (Homo sapiens), P05186;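 active = activation factor at least 2 at 20 µM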
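Control set: EDTA negative control, DMSO positive control / Assay system: human TNAP / Quantity: TNAP 1/800 final / Evaluation: TNAP activation factor scaled between EDTA and DMSO control wells / Measured by: luminescent substrate turnover signal / Compound dosing: one dose, 20 µM / Times: 30 min enzyme reaction at room temperature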
The depositor's hits bear a star; / = not tested or not shown. An unsorted share of the library; about 13% have a hit in one of these screens.

SMILES,TNAP act hiacc,bIAP inh,FLuc act counter,Lmaj promast,TNAP inh hi DEA,bIAP activator,RAM inhibit,APP 5UTR inh,FLuc inh counter,TNAP inh no acc
COc1ccc(Cc2nnc(SCC(=O)c3ccc(OC)cc3)o2)cc1,1,12,1.1,-4,-5,0.9,7.9,-17,-6,-13
CCn1nnnc1NC(=O)c1ccc2ccccc2c1,1,-3,1.1,-9,-4,1,-0.6,-15,-7,-6
CCOC(=O)c1c(CN2CCOCC2)n(-c2ccccc2)c2cc(Br)c(O)cc12,1,-5,1.1,33,-1,1,1.7,3,-6,2
Fc1ccc(CCNC(=S)Nc2ccc(F)cc2)cc1,1,-8,1,21,-3,1.1,-0.5,-30,-2,-8
CCCN(CCC)CCCNC(=O)CCNS(=O)(=O)c1ccc(Br)cc1,1,3,1.1,0,-3,1,0.1,0,-9,-2
Cc1c(C)c2cc3c4c(oc3c(C)c2oc1=O)CCCC4,1.1,10,1,9,-6,0.9,3.5,2,-1,-10
COC(=O)c1ccc(OC(=O)C23CCC(C)(C(=O)O2)C3(C)C)cc1 (stereo not given),1,-15,1,-7,3,1.2,0.9,7,4,-8
Cc1cnc(SCc2cnc(C)nc2N)nc1,1.1,4,1.1,-5,-6,1,1.3,1,-11,-8
O=C(N/N=C/c1ccc(O)cc1)c1cccc(C(F)(F)F)c1,1,5,1.1,11,-4,0.9,-0.3,8,-6,20
CCCCN1/C(=C/c2ccc3ccccc3[n+]2CC)Sc2ccccc21,0.8,40,1,100*,21,0.6,0.5,-8,1,19
Cc1nnc(NC(=O)CSc2nnc(CNC(=O)C34CC5CC(CC(C5)C3)C4)n2C2CCCCC2)s1,1,9,1,1,-2,0.9,2.6,3,-3,-6
CCCCN1C(=O)/C(=C/C=C2\Oc3ccccc3N2CC)SC1=S,0.7,31,1,-2,33,0.7,5.8,-1,0,34
Cc1ccc(S(=O)(=O)N(CC(=O)N/N=C/c2ccccc2C(=O)O)c2cc(Cl)cc(Cl)c2)cc1,1,-4,1.1,-8,-3,1,8.0,-11,-6,-10
CCc1ccccc1NC(=O)/C(=C/c1ccco1)c1ccccc1,1,34,1,12,-5,0.7,5.1,4,0,-18
CC(C)(C)C(=O)c1cnc(Nc2ccccc2Cl)s1,1,-15,0.7,0,0,1.1,1.7,-114,34,4
COCCCNc1oc(-c2ccccc2OC)nc1C#N,1.1,-8,1,3,-6,1.1,1.4,-13,2,3
CCN(CC)CCNC(=O)/C(=C/c1cn(CC)c2ccccc12)NC(=O)c1cc(OC)c(OC)c(OC)c1,1,-26,1,18,4,1.3,2.1,22,-4,6
O=S(=O)(NCC(Nc1ccc(Cl)cc1)c1ccccc1)c1ccc(Cl)cc1 (stereo not given),1.1,-2,1,58*,-10,1,9.0*,23,-3,-2
c1ccc(Cc2nc3ccccc3n2Cc2ccccc2)cc1,1,45,1.1,49,-3,0.5,-0.3,2,-8,16
c1ccc2c(c1)ncn2Cc1nnc2sc(-c3ccc4c(c3)OCO4)nn12,1,5,1,-2,-1,0.9,0.4,13,-2,-1
CC(CCc1ccc(O)cc1)NC1C2CC3CC(C2)CC1C3 (stereo not given),1,3,1,71*,0,1,0.5,/,-5,-13
Cc1nc2nc[nH]n2c(=O)c1C/C=C/c1ccccc1,1,-2,1,0,-2,1,-0.1,-49,-2,-12
Cc1ccc(S(=O)(=O)N2CCN(C(=O)CSc3nnnn3C)CC2)c(C)c1,1,-11,1,-2,2,1.1,2.3,-16,2,-5
COc1ccc(NC(=S)NCCCN2CCN(C3CCCCC3)CC2)cc1,1,-1,1.1,22,-1,1,2.6,12,-6,-11
CCCNC(=O)CN1C(=O)NC2(CCCc3cc(OC)ccc32)C1=O (stereo not given),1,1,1,-3,-4,1,-0.4,-5,-4,-9
COc1ccc(C(C)(C)C)cc1S(=O)(=O)N1CCC(C(N)=O)CC1,1.1,-4,1.1,11,-5,1,0.1,-4,-5,-6
O=C1OCC2=C1C(c1ccc(F)cc1)c1cc3c(cc1N2)OCCO3 (stereo not given),1,-14,1,0,1,1.1,5.2,94*,0,-6
CCc1ccc(-n2c(CSc3nnnn3-c3ccccc3)nc3ccccc3c2=O)cc1,1,16,1.1,-5,-4,0.8,2.4,/,-7,-17
Cc1cc(C)c(C#N)c(SCc2ccc([N+](=O)[O-])cc2)n1,1.1,12,1,-5,-7,0.9,4.9,17,-4,-9
O=c1[nH]c2cc([N+](=O)[O-])c([N+](=O)[O-])cc2[nH]c1=O,1,11,1,4,4,0.9,1.2,7,-4,-5
COc1cc(S(=O)(=O)N2CCCCC2)ccc1NC=O,1,3,1,4,0,1,1.8,-9,0,-6
Cc1ccc(C)n1-c1ccc(N2CCOCC2)cc1,1,3,1,-5,2,1,1.6,14,4,-4
COc1ccc2[nH]c(C)c(CN3CCCCC3)c(=O)c2c1,1,5,1,/,-3,1,/,/,-2,-9
Cn1cnc([N+](=O)[O-])c1Nc1ccccc1O,0.8,-1,1,-5,16,1,1.4,-6,-3,12
O=C(CCOc1ccccc1)Nc1ccccc1,1.1,8,1.1,-4,-7,0.9,0.0,-6,-7,-6
Cc1ccc(-c2nc3ncccn3c2Nc2ccccc2C)o1,1,-6,1.1,18,3,1.1,-1.1,-27,-5,-14
CSc1cccc(NC(=S)N(Cc2ccc(C)cc2)Cc2ccccn2)c1,1,-11,1,97*,1,1.1,0.8,-9,-2,-8
O=C(Nc1ccc(N2CCCC2)cc1)C(Cl)c1ccccc1 (stereo not given),1,10,0.9,99*,-2,0.9,0.2,-20,7,-10
COc1cc(C(=O)Nc2ccc(S(=O)(=O)N3CCOCC3)cc2)c([N+](=O)[O-])cc1OC,1,-2,1,3,-3,1,0.2,12,-5,-4
CCOC(=O)/C(N=Nc1ccc(C(=O)O)cc1[N+](=O)[O-])=C(\C)O,0.9,2,1,-19,9,1,1.2,8,-2,-9
COc1ccccc1CCNC(=O)CCSc1nc(-c2ccco2)cc(C(F)(F)F)n1,1,-8,0.9,1,-3,1.1,6.2,-13,5,4
Cc1ccc(C)c2[nH]c(=O)c(CN(CC3CCCO3)C(=O)NC3CCCCC3)cc12 (stereo not given),1,-1,1.1,23,-4,1,3.8,-18,-5,-6
COc1ccc(OCCSc2nnnn2C2CCCCC2)cc1,1.1,28,1,-4,-6,0.7,1.6,-13,0,-11
CCCCCC(O)c1cccc(OCc2ccc3ccccc3n2)c1 (stereo not given),1,-13,1.1,-1,-4,1.1,0.7,-2,-7,-7
CC(C)(C)NC(=O)CN(Cc1cccs1)C(=O)CNS(=O)(=O)c1ccccc1,1.1,16,1.1,3,-6,0.8,3.9,2,-8,-9
O=C(NCc1cccnc1)c1cnn2ccccc12,1,-4,1,-3,-2,1,1.9,-8,-4,-7
CCn1cc(C(=O)N2CCn3c(nc4ccccc43)C2)c(=O)c2ccc(C)nc21,1,0,1,-6,3,1,0.6,1,0,-3
CCOC(=O)CC(NC(C)=O)c1ccc([N+](=O)[O-])cc1 (stereo not given),1,9,1.1,-2,-2,0.9,1.4,20,-5,-6
COC(=O)c1ccc(Cn2c(CN3CCOCC3)nc3ccccc3c2=O)o1,1,-2,1,-8,-3,1,1.5,-9,0,-9
O=C(NCC1CCCO1)C(C(=O)c1ccc(F)cc1)n1ccccc1=O (stereo not given),1,5,1,-3,-2,0.9,1.2,1,2,-14
COC(=O)c1ccccc1C(=O)c1ccc2c(c1)NC(=O)CO2,1,4,1.1,6,-3,1,1.7,-20,-6,-9
C1CCc2nnc(C3CC3)n2CC1,1,4,1,-3,-3,1,-0.4,10,-3,-6
O=C(COC(=O)COc1ccccc1)Nc1cccc([N+](=O)[O-])c1,1,5,1,-8,1,1,0.8,2,2,-1

An excerpt from above, reduced to FLuc inh counter and FLuc act counter:
compound | FLuc inh counter | FLuc act counter
COc1ccccc1CCNC(=O)CCSc1nc(-c2ccco2)cc(C(F)(F)F)n1 | 5 | 0.9
Cc1ccc(C)c2[nH]c(=O)c(CN(CC3CCCO3)C(=O)NC3CCCCC3)cc12 (stereo not given) | -5 | 1.1

Two entries drawn at random from those above:
SMILES,TNAP act hiacc,bIAP inh,FLuc act counter,Lmaj promast,TNAP inh hi DEA,bIAP activator,RAM inhibit,APP 5UTR inh,FLuc inh counter,TNAP inh no acc
Cc1ccc(C)c2[nH]c(=O)c(CN(CC3CCCO3)C(=O)NC3CCCCC3)cc12 (stereo not given),1,-1,1.1,23,-4,1,3.8,-18,-5,-6
C1CCc2nnc(C3CC3)n2CC1,1,4,1,-3,-3,1,-0.4,10,-3,-6

An excerpt taken from the entries so far, for reference:
SMILES,TNAP act hiacc,bIAP inh,FLuc act counter,Lmaj promast,TNAP inh hi DEA,bIAP activator,RAM inhibit,APP 5UTR inh,FLuc inh counter,TNAP inh no acc
COc1ccccc1CCNC(=O)CCSc1nc(-c2ccco2)cc(C(F)(F)F)n1,1,-8,0.9,1,-3,1.1,6.2,-13,5,4
Cc1ccc(C)c2[nH]c(=O)c(CN(CC3CCCO3)C(=O)NC3CCCCC3)cc12 (stereo not given),1,-1,1.1,23,-4,1,3.8,-18,-5,-6
COc1ccc(OCCSc2nnnn2C2CCCCC2)cc1,1.1,28,1,-4,-6,0.7,1.6,-13,0,-11
CCCCCC(O)c1cccc(OCc2ccc3ccccc3n2)c1 (stereo not given),1,-13,1.1,-1,-4,1.1,0.7,-2,-7,-7
